SMN2 splice up – qHTS Assay for Enhancers of SMN2 Splice Variant Expression; HEK293 SMN2-luciferase splicing reporter, luminescence, 30-36 h; Potency, µM (top dose mostly 46.1 µM), inactives show at the top dose activity change, positive = activation, actives largely listed as activators; hit rate 2.8% among 210,000; active = well fitted activation curve with a large enough effect; inconclusive = small, poorly fitted or top-dose-only effect; inactive = no such curve, though single readings can be large or run the other way; note: % of control where 0% means no effect; nearly all actives have a fitted effect of over 55% in size
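HEK293 cells carry an SMN2 […]–luciferase reporter in which exon 7 inclusion puts luciferase in frame. Cells were plated 10-12 h before compound addition, then incubated 30-36 h at 37C. ONE-Glo luminescence was read; sodium butyrate at 4.5 mM final served as control.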
An asterisk follows results filed as active; ? = inconclusive; [ ] = remark or other dose. Potency is the fitted concentration of half-maximal effect. This is a subset. The share of hits here may be higher or lower than overall.

Compound,SMN2 splice up
O=c1c2c(-c3ccc(Cl)cc3)ccnc2[nH]n1-c1ccccc1,5%
CCC(C)n1c(=N)c(S(=O)(=O)c2ccc(C)cc2)cc2c(=O)n3cc(C)ccc3nc21 (stereo unspecified),2%
Cc1cccc(NC(=O)c2c(NC(=O)c3ccco3)sc3c2CCC(C)C3)c1 (stereo unspecified),-17%
Cn1cc(C(=O)NCCc2ccc(Cl)cc2)c(=O)c2cc(S(=O)(=O)N3CCOCC3)ccc21,-3%
O=C(Cn1c(=O)n(-c2ccc(F)cc2)c(=O)c2sc3ccccc3c21)NC1CCCC1,-13%
Cc1ccc(C(=O)COC(=O)CCC(=O)Nc2ccc(Oc3cc(C)ccc3C(C)C)cc2)cc1,-2%
Cc1coc2c(C)c3oc(=O)c(CC(=O)N4CCCCC4)c(C)c3cc12,5%
Cc1cc(C)c2c(=O)c3c(oc2c1)C(=O)N(CCCOC(C)C)C3c1ccccc1F (stereo unspecified),0%
CCOc1ccc2c(c1)NC(c1ccc(OCC)c(OCC)c1)=NC(c1ccc(F)cc1)=N2,26%
CC1(c2ccccc2)CC(C)(C)N(C(=O)c2cccc(Cl)c2)c2ccccc21 (stereo unspecified),-54%[inhibitor]
Cc1cc(N2CCC(C)CC2)nc2ccc(NC(=O)/C=C/c3cccc(Cl)c3)cc12,-10%
CCn1c(=O)n(-c2ccc3c(c2)OCO3)c2nc(-c3cccc(OC)c3OC)nc(C(N)=O)c21,1%
Cc1ccc(CNC(=O)CCCCn2c(=O)c3ccccc3n(Cc3ccc(C)cc3)c2=O)cc1,-12%
COc1ccc(NC(=O)C(NS(=O)(=O)c2cccc3nsnc23)c2ccccc2)cc1 (stereo unspecified),-11%
COc1ccc(CCNC(c2ccc(F)cc2)c2nnc(-c3ccccc3Cl)o2)cc1OC (stereo unspecified),-26%
COc1ccc(CNC(=O)c2cc3c(=O)n(C)c4ccccc4c3n2C)c(OC)c1,1%
COc1cccc(/C=C/c2nc(C#N)c(NCCc3ccccc3)o2)c1,2%
Cc1ccc(NC(=O)CN(C)S(=O)(=O)c2ccc3c(c2)n(C)c(=O)c(=O)n3C)cc1C,-2%
COc1ccc(N2CCN(C(=O)CNS(=O)(=O)c3ccc(Br)s3)CC2)cc1,-15%
COc1ccc(S(=O)(=O)NCCc2cc3ccc(C)c(C)c3[nH]c2=O)cc1,4%
O=C(Nc1cccc(-c2nc3ccccc3o2)c1)c1ccc(-c2ccc(Br)cc2)o1,-3%
COc1ccccc1N1CCN(C(=O)CN2C(=O)COc3ccc(S(=O)(=O)N4CCCC4)cc32)CC1,?
CCc1ccc(-n2nc3cc(C)c(NC(=O)c4cc(Cl)ccc4OC)cc3n2)cc1,7%
COc1ccccc1-c1nnc(C2CCN(C(=O)c3cccc(C)c3)CC2)o1,7%
CCOc1ccc(CNC(=O)CSc2c3c(nc4ccc(Cl)cc24)CCCC3)cc1,6%

The final six entries of the part before lead into the next.
Compound,SMN2 splice up
COc1ccc(S(=O)(=O)NCCc2cc3ccc(C)c(C)c3[nH]c2=O)cc1,4%
O=C(Nc1cccc(-c2nc3ccccc3o2)c1)c1ccc(-c2ccc(Br)cc2)o1,-3%
COc1ccccc1N1CCN(C(=O)CN2C(=O)COc3ccc(S(=O)(=O)N4CCCC4)cc32)CC1,?
CCc1ccc(-n2nc3cc(C)c(NC(=O)c4cc(Cl)ccc4OC)cc3n2)cc1,7%
COc1ccccc1-c1nnc(C2CCN(C(=O)c3cccc(C)c3)CC2)o1,7%
CCOc1ccc(CNC(=O)CSc2c3c(nc4ccc(Cl)cc24)CCCC3)cc1,6%
Cc1ccc2ncc(C(=O)Nc3cccc(C(F)(F)F)c3)c(=O)n2c1,-6%
Cc1ccc(C2CC(=O)n3nc(-c4ccc(F)cc4)nc3S2)cc1 (stereo unspecified),-6%
CC(C)c1ccc(NC(=O)c2cn(C3CCCC3)c(=O)c3c2c2ccccc2n3C)cc1,-2%
Cc1ccc(-n2nc(CO)c(C(=O)NCc3ccccn3)n2)cc1,-7%
CC(C)(C)c1ccc(S(=O)(=O)N2CCC(Oc3ccc(-n4cnnn4)cc3)CC2)cc1,4%
Cc1ccccc1NC(=O)C1CCN(C(=O)c2ccc(F)cc2)CC1,-15%
COC(=O)C1=C(c2ccccc2)c2ccccc2S(=O)(=O)N1CC(=O)Nc1ccccc1Cl,-5%
COc1cc2c(cc1OC)C(c1ccc(F)cc1)N(c1ccccc1)C(=O)C2 (stereo unspecified),2%
Cc1ccc(NS(=O)(=O)c2ccc3c(c2)n(C)c(=O)n3C)c(C)c1,0%
Cc1ccc(NC(=O)C(CC(C)C)NS(=O)(=O)c2ccc3c(c2)oc(=O)n3C)c(C)c1 (stereo unspecified),6%
CCCCN(CC)CCCNC(=O)Nc1sc2nc3n(c(=O)c2c1C)CCC(C)CC3 (stereo unspecified),-5%
CN(C1CCCCC1)S(=O)(=O)c1ccc2c(c1)c(=O)c(C(=O)NCCc1ccc(Cl)cc1)cn2C,8%
CCc1ccc(C2c3c(-c4cc(C)ccc4O)n[nH]c3C(=O)N2CCO)cc1 (stereo unspecified),3%
COc1ccc(Nc2nc3c(S(=O)(=O)c4ccccc4)nnn3c3ccc(Cl)cc23)cc1,-2%
Cc1ccc2c(CC(=O)N(Cc3ccc(N(C)C)cc3)Cc3ccco3)coc2c1C,11%
COc1ccccc1CNC(=O)Cn1ncc2c(=O)oc3ccc(C)cc3c21,-10%
CCOc1ccccc1NC(=O)CSc1c2c(nc3ccc(Cl)cc13)CCCC2,4%
Cc1nn(Cc2ccc(Cl)c(Cl)c2)c(C)c1NC(=O)c1noc2c1CCc1ccccc1-2,-6%
CCOc1ccc(CN2C(=O)c3ccccc3Sc3ccc(C(=O)NC)cc32)cc1,-11%
Cc1cc(Br)ccc1NC(=O)C1(S(=O)(=O)c2ccc(Cl)cc2)CC1,-9%
COC(=O)c1ccc(C2Nc3c(C)cc(C)cc3C3C=CCC32)cc1 (stereo unspecified),3%
COc1ccc(C(=O)Nc2nc3nc(C)c(Cc4ccccc4)c(=O)n3[nH]2)cc1OC,13%
COc1ccccc1C(=O)NCCn1cc(SCC(=O)Nc2ccccc2F)c2ccccc21,-33%[inhibitor]
CCOc1ccc(CCNC(=O)CCc2c(C)nc3cc(-c4ccccc4OC)nn3c2C)cc1,-2%
CCOC(=O)c1cccc(NC(=O)Nc2c(C)n(C)n(-c3ccccc3)c2=O)c1,0%
CC(C)c1ccc2oc(-c3ccc(NC(=O)c4cccc(Br)c4)cc3)nc2c1,-14%
COc1cccc(NC(=O)CCNS(=O)(=O)c2ccc(Br)s2)c1,-3%
CCc1ccc(S(=O)(=O)Nc2cc(-c3cn4ccccc4n3)ccc2C)cc1,9%
O=C(OCc1ccccc1Cl)c1ccc(-c2nnn(Cc3ccccc3Cl)n2)cc1,7%
O=C(Nc1ccc2oc(-c3cccnc3)nc2c1)c1ccc(-c2ccc(Cl)cc2)o1,-10%
CCN(Cc1nc(-c2ccc(OC)c(OC)c2)no1)S(=O)(=O)c1ccc(OC)cc1,-4%
CCOC(=O)c1ccc(NC(=O)CN(c2ccc(C)cc2)S(=O)(=O)c2c(C)noc2C)cc1,-73%[inhibitor]
COc1ccc(-c2ccc3c(N)c(C(=O)Nc4cc(F)ccc4C)sc3n2)cc1,-3%
COc1ccc(C2=NC(c3ccccc3)=Nc3ccc(C)cc3N2)cc1,12%
Cc1cc(NCc2ccc(Cl)cc2)n2cnnc2n1,-51%[inhibitor]
CCc1cccc(NC(=O)C2CCN(C(=O)c3cnn(-c4ccccc4)c3-n3cccc3)CC2)c1,-38%[inhibitor]
Cc1ccc(Cl)cc1NC(=O)CCc1c(C)nc2c3cccnc3nn2c1C,-34%[inhibitor]
CCCCNC(=O)c1cn(C)c2ccc(S(=O)(=O)N3CCCC3)cc2c1=O,7%
CCc1ccc(Nc2nnc(-n3nc(C)cc3C)c3ccccc23)cc1,42%
Cn1c(Oc2cccc(Cl)c2)nc2c1c(=O)n(Cc1ccccc1Cl)c(=O)n2C,0%
COc1cc(C2CC(=O)N(Cc3cccc(F)c3)c3ccccc3S2)cc(OC)c1OC (stereo unspecified),-15%
CCC(=O)N1CCc2cc(S(=O)(=O)CCC(=O)Nc3ccc(Cl)c(C(F)(F)F)c3)ccc21,15%
Cc1ccc(NC(=O)CCc2nc(-c3ccccc3F)no2)c(C)c1,0%
COc1ccc(Cl)cc1NC(=O)CCS(=O)(=O)c1cccc2nonc12,0%
COC(=O)c1c(NC(=O)c2ccc(Cl)c(Cl)c2)sc2c1CCCC2,-7%
CNc1c(NC(=O)c2cc(OC)cc(OC)c2)c(=O)oc2ccccc12,4%
COc1ccc(CNC(=O)C(Cc2ccccc2)NS(=O)(=O)c2ccc3c(c2)CCN3C(C)=O)cc1 (stereo unspecified),3%
Cc1ccnc(NS(=O)(=O)c2ccc(NC(=O)c3cc(=O)c4ccc(C)c(C)c4o3)cc2)n1,-4%
CCc1ccc(NC(=O)CSc2nc3nc(C)cc(C)n3n2)cc1,-26%
COc1ccc(C2=Nc3ccc(OC(F)(F)F)cc3NC(c3cccnc3)=N2)cc1,-6%

New compounds follow:
Compound,SMN2 splice up
COc1cccc(C(=O)Nc2ccc3oc(-c4ccc5ccccc5c4)nc3c2)c1,6%
COc1ccc(-c2cc(C(F)(F)F)nc(SCCC(=O)Nc3ccccc3F)n2)cc1,-6%
COc1ccc2c(c1)cc1c(=O)n(CC(=O)NC(C)CCc3ccccc3)nc(C)n12 (stereo unspecified),0%
COc1ccccc1CNC(=O)CSc1ncc2c(n1)-c1ccccc1N(Cc1ccc(C)cc1)S2(=O)=O,4%
COc1ccc(Cl)cc1S(=O)(=O)Nc1ccc2[nH]c(=O)[nH]c2c1,3%
CC(C)c1cc(C(=O)NCc2ccc(F)cc2)no1,?
Cc1cc(S(=O)(=O)Nc2ccc(C(=O)O)cc2)c(C)c(S(=O)(=O)c2ccc(Cl)cc2)c1,0%
CSCCC(NC(=O)C1CCCCC1)C(=O)Nc1ccc(F)c(Cl)c1 (stereo unspecified),1%
CN(C)S(=O)(=O)c1ccc(C(=O)N2CC(=O)Nc3ccc(Br)cc3C2c2ccc(F)cc2)cc1 (stereo unspecified),9%
CCOc1ccc2nc(N3CCCC(C(=O)NCCc4ccc(Cl)cc4)C3)sc2c1 (stereo unspecified),?
Cc1ccc(-c2nc(N3CCCC(C)C3)c3ccccc3n2)cc1 (stereo unspecified),-2%
Cc1ccc(C)c(N2CCN(C(=O)Cn3cnc4sc(C)c(S(=O)(=O)N5CCN(c6ncccn6)CC5)c4c3=O)CC2)c1,8%
Cc1ccc2c(=O)cc(C(=O)Nc3sc4c(c3C(=O)NCc3ccccc3)CCCC4)oc2c1C,8%
O=C(O)Cn1ccc2cc(S(=O)(=O)N3CCCCCC3)ccc21,2%
COC(=O)c1ccccc1NC(=O)Cn1c(=O)n(-c2ccc(C)cc2)c(=O)c2ccccc21,11%
O=C(NCc1cccc(Cl)c1)c1cc2c(s1)-c1ccccc1SC2,-3%
COc1ccc(CCNc2nc(-c3ccccc3OC)cc(C(F)(F)F)n2)cc1OC,-23%
Cc1ccccc1NC(=O)C1CCN(S(=O)(=O)c2cccc3nonc23)CC1,2%
Cn1c(=O)c2c(nc(N3CCOCC3)n2Cc2cccc(Br)c2)n(C)c1=O,-1%
CSc1nn(Cc2ccc(Cl)cc2)c(N(C(C)=O)C(C)=O)c1S(=O)(=O)c1ccccc1,2%
Cc1cc(C)cc(NC(=O)CCCN2C(=O)COc3ccc(C)cc32)c1,-12%
COc1ccc(NC(=O)CCS(=O)(=O)c2ccc3c(c2)n(C)c(=O)c(=O)n3C)cc1Cl,2%
CCOC(=O)Cn1c(=O)oc2cc(S(=O)(=O)N3CCN(c4cccc(Cl)c4)CC3)ccc21,-2%
CCN(CC)CCNC(=O)Cn1cnc2sc(C)c(S(=O)(=O)N3CCC(C)CC3)c2c1=O,6%
COc1cccc(C(=O)Nc2ccc3nc(N4CCC(C)CC4)cc(C)c3c2)c1,-8%
Cc1ccc(C(=O)c2cn(Cc3ccc(F)cc3)c3nc(C)ccc3c2=O)cc1,-6%
COc1ccc(CCNC(=O)CSc2nc(-c3ccc(F)cc3)cc(C(F)(F)F)n2)cc1OC,28%
COc1ccc(NC(=O)c2cn(-c3ccccc3)nc2-c2ccc(C)cc2)cc1,-6%
O=C1[C@@H]2CSC(c3ccc(C(F)(F)F)cc3)N2C(=O)N1c1ccccc1 (stereo partly specified),-6%
Cc1ccc(-c2nnc(Nc3cccc(O)c3)c3ccccc23)cc1S(=O)(=O)N1CCCCC1,-14%
Cc1ccc(C2CC(=O)Nc3cc4c(cc32)OCCO4)cc1Br (stereo unspecified),-2%
COc1cc(/C=C(\C#N)c2nc3ccccc3[nH]2)cc(Cl)c1OCc1ccccc1Cl,8%
Cc1c(CC(=O)NCCc2ccccc2F)c(=O)oc2c(C)c3occ(C(C)(C)C)c3cc12,12%
Cc1[nH]n(-c2ccccc2)c(=O)c1C(c1cc(Cl)ccc1O)c1c(C)[nH]n(-c2ccccc2)c1=O,3%

Pulled by compound from above, two records:
Compound,SMN2 splice up
COc1ccc(CCNC(=O)CSc2nc(-c3ccc(F)cc3)cc(C(F)(F)F)n2)cc1OC,28%
COc1cc(C2CC(=O)N(Cc3cccc(F)c3)c3ccccc3S2)cc(OC)c1OC (stereo unspecified),-15%

Assay outcomes deposited in PubChem by National Center for Advancing Translational Sciences (NCATS).
